GoLoco inh red = inhibitors of human Gai1-RGS12 GoLoco interaction (red fluorophore). Potency, µM (top dose mostly 61.6 µM), without a hit: at the highest dose activity, negative = inhibition, actives largely listed as inhibitors. actives 0.44% (n = 230,000). Gai1:RGS12 GoLoco peptide FP, rhodamine, 10 min; active = well fitted inhibition curve with a large enough effect, not every such curve was filed as active; inactive = no such curve, though single readings can be large or run the other way; note: % is set by controls: 0 for no effect and ±100 for the full control effect; nearly all actives have a fitted effect of over 30% in size; many of its hits are not listed in these tables
Target sequence (P63096 whole entry, looked up): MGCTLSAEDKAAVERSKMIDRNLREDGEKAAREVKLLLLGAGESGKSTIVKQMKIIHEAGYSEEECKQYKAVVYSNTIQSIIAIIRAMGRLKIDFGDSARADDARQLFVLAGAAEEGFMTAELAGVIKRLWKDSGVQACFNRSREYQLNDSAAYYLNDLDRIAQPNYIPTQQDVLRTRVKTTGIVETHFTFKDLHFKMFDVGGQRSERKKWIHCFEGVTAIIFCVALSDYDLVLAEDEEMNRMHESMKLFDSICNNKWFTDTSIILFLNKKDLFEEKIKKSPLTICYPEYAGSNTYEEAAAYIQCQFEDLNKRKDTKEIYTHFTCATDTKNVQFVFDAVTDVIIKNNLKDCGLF
ALDH1A1 inh = inhibitors of human aldehyde dehydrogenase 1A1; actives 7.3% (n = 220,000); P00352; Purified ALDH1A1, NADH fluorescence, propionaldehyde substrate; Potency, µM (series often up to 75.3 µM), for inactives: top-dose activity, negative = inhibition, most hits filed as inhibitors; active = well fitted inhibition curve with a large enough effect, not every such curve was filed as active; inconclusive = small, poorly fitted or top-dose-only effect, or another doubt; inactive = no such curve, though single readings can be large or run the other way;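 note: plate controls were no enzyme wells and a reference inhibitor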
Target sequence (P00352 whole entry, looked up): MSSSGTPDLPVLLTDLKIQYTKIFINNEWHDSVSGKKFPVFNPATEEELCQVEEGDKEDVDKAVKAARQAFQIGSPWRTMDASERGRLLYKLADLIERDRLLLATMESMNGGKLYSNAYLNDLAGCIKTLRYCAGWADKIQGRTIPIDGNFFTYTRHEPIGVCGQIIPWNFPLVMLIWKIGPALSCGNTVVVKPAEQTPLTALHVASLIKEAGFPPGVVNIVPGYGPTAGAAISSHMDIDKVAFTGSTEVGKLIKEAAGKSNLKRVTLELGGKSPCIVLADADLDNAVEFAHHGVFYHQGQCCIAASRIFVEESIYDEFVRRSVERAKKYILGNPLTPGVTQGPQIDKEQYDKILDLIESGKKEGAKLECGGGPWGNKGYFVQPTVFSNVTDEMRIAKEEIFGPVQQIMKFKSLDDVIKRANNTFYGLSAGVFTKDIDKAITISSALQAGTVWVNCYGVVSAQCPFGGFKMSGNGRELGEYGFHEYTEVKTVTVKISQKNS
RECQ1 helicase = inhibitors of human RECQ1 DNA helicase; P46063; RECQ1 DNA unwinding, red fluorescence kinetic read; Potency, µM (titrated, usually from 57.3 µM), inactives show top-dose activity, negative = inhibition, usual class: inhibitors; actives 0.54% (n = 240,000); AID 2549;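 note: plate controls were vehicle for no effect and no enzyme for full effect; nearly all actives have a fitted effect of over 30% in size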
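50 nM RECQ1T1 preincubated 15 min with compound in Tris pH 8.0 buffer with MgCl2, DTT, Tween-20 and 2.5 ug/ml poly(dI-dC); started with 200 nM TAMRA/BHQ-2 forked duplex and 2 mM ATP. Unwinding read as fluorescence (525/598 nm), two reads 2 h apart.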
JMJD2E inh = JMJD2E (human) inhibition | actives 1.6% (n = 230,000) | JMJD2E catalytic domain, FDH-coupled NADH fluorescence (FDH is formaldehyde dehydrogenase) | Potency, µM (doses to about 57.1 µM), for inactives: at the highest dose activity change, negative = inhibition, most hits filed as inhibitors | B2RXH2; active = well fitted inhibition curve with a large enough effect, not every such curve was filed as active; inconclusive = small, poorly fitted or top-dose-only effect, or another doubt; inactive = no such curve, though single readings can be large or run the other way;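 note: 0% = wells with enzyme and -100% = buffer wells without enzyme; nearly all actives have a fitted effect of over 50% in size; many of its hits are not listed in these tables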
SMN2 splice enh = SMN2 splice variant enhancement; HEK293 SMN2-luciferase splicing reporter, luminescence, 30-36 h; Potency, µM (top dose mostly 46.1 µM), inactives show top-dose activity change, positive = activation, usual class: activators; actives 2.8% (n = 210,000); AID 1458; note: % of control where 0% means no effect; nearly all actives have a fitted effect of over 55% in size
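HEK293 cells carry an SMN2 […]–luciferase reporter in which exon 7 inclusion puts luciferase in frame. Cells were plated 10-12 h before compound addition, then incubated 30-36 h at 37C. ONE-Glo luminescence was read; sodium butyrate at 4.5 mM final served as control.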
TRb-SRC2 inh = inhibitors of human thyroid hormone receptor beta-SRC2 interaction; P10828; TRbeta-SRC2 peptide binding, fluorescence polarization; receptor liganded with 1 µM T3; Potency, µM (series often up to 106 µM), for the others: top-dose activity change, negative = inhibition, usual class: inhibitors; actives 0.065% (n = 280,000);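 note: plate controls were bound peptide for no effect and peptide without receptor for full effect; nearly all actives have a fitted effect of over 50% in size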
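Human TRb LBD (0.6 uM) plus Texas Red-labeled SRC2 peptide (20 nM), 1uM T3, 5% DMSO, 5 hr at ambient temperature. Decreased polarization (555/632 nm) flags inhibition; data normalized to free and bound peptide controls.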
Lamin A splicing = modulators of lamin A splicing | HeLa LMNA splicing GFP/RFP minigene ratio, 48 h | Potency, µM (doses to about 46.1 µM), inactives show at the highest dose ratio change, negative = inhibition, actives largely listed as inhibitors | actives 0.01% (n = 200,000) | AID 1487; active = well fitted inhibition curve with a large enough effect in the signal ratio, with a control signal flat, not every such curve was filed as active; inconclusive = small, poorly fitted or top-dose-only effect, or effect the other way, or a change in a side signal; the % refers to the signal ratio; note: % is set by controls: 0 for no effect and ±100 for the full control effect
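S3 HeLa cells stably expressing lamin A-EGFP splicing minigene plus DsRed2, 600 cells/well, 48 h compound exposure at 37C. Laser-scanning cytometry; analysed as GFP (500-530 nm)/RFP (575-640 nm) total intensity ratio; 0.5% DMSO vehicle.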
TexasRed fluor = counter-screen for TRb-SRC2 inhibitors: fluorescence interference; TRb/SRC2 Texas Red total fluorescence interference; actives 0.29% (n = 280,000); AID 1479; Potency, µM (highest dose often 106 µM), without a hit: at the top dose fluorescence change, negative = quenching; active = well fitted curve in either direction with a large enough effect; inconclusive = small, poorly fitted or top-dose-only effect; note: % is set by controls: 0 for no effect and ±100 for the full control effect
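Human TRβ ligand-binding domain (0.6 uM) and Texas Red SRC2 peptide (20 nM) in Tris buffer with 1 uM T3 and 5% DMSO were incubated with pinned compound for 5 hr at ambient temperature. Total fluorescence was computed as S + 2P (555/632 nm).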
An asterisk follows results filed as active; i = inactive; ? = inconclusive; nt = not tested or not shown; & = joins results of further samples; [ ] = remark or other dose. Unless noted, calls come from the whole dose curve; as a rule, active = well fitted curve in the direction sought with a large enough effect; inconclusive = small, poorly fitted or top-dose-only effect, or another doubt; inactive = no such curve, though single readings can be large; an effect the other way counts as inactive or inconclusive. Potency is the fitted concentration of half-maximal effect.

Sample of the layout, 2 compounds:
SMILES | GoLoco inh red | ALDH1A1 inh | RECQ1 helicase | JMJD2E inh | SMN2 splice enh | TRb-SRC2 inh | Lamin A splicing | TexasRed fluor
CC(C)N1CC=C2C(C#N)=C(N)C(C#N)(C#N)C(c3ccccc3)C2C1 (stereo not given) | -12% | ? | -12% | ? | -45%[inhibitor] | -10% | 6% | 5%
COc1cc2c(cc1OC)CN(CC(=O)Nc1ccccc1C#N)CC2 | 2% | ? | -9% | ? | 21% | -3% | -16% | -3%

Main list, previewed entries included:
SMILES | GoLoco inh red | ALDH1A1 inh | RECQ1 helicase | JMJD2E inh | SMN2 splice enh | TRb-SRC2 inh | Lamin A splicing | TexasRed fluor
CC(C)N1CC=C2C(C#N)=C(N)C(C#N)(C#N)C(c3ccccc3)C2C1 (stereo not given) | -12% | ? | -12% | ? | -45%[inhibitor] | -10% | 6% | 5%
COc1cc2c(cc1OC)CN(CC(=O)Nc1ccccc1C#N)CC2 | 2% | ? | -9% | ? | 21% | -3% | -16% | -3%
CC(C)CN(C(=O)COC(=O)CCc1c[nH]c2ccccc12)C1CCS(=O)(=O)C1 (stereo not given) | 7% | 10% | i | -6% | 21% | -18% | 3% | 0%
COc1ccc(-c2nnsc2N2C(=O)c3ccccc3C2=O)cc1 | 1% | nt | -8% | 0% | nt | -8% | nt | -5%
CCOC(=O)c1c(-c2ccc(C)o2)csc1NC(=O)CN1CCC(C(N)=O)CC1 | -15% | 25µM* | -3% | -5% | 17% | 8% | nt | -2%
O=C(CCN1CCCC1Cc1ccccc1)c1ccc2c(c1)OCCO2 (stereo not given) | -2% | 0.035µM* | i | -10% | -1% | -11% | ? | 3%
CC1=C(C(=O)Nc2ccccc2)C(c2ccc(C)cc2)N=C(Nc2nc3ccccc3o2)N1 (stereo not given) | -9% | ? | i | ? | -1% | -9% | ? | 0%
CCN(CC)c1ccc(-c2nc3cnccn3c2NC2CCCC2)cc1 | 11% | ? | i | 204% | -18% | -3% | ? | -3%
O=C(CNS(=O)(=O)c1ccc(Br)s1)N1CCN(c2ncccn2)CC1 | -2% | -4% | -10% | -11% | 13% | -3% | 16% | -2%
O=C(Oc1cccc(C(=S)N2CCOCC2)c1)c1cc([N+](=O)[O-])cc([N+](=O)[O-])c1 | -1% | ? | -6% | -5% | nt | -4% | ? | -1%
Cn1c(=NC(=O)c2ccccc2[N+](=O)[O-])sc2cccc(F)c21 | 3% | nt | i | 4% | nt | 8% | nt | 2%
Cc1cc(C)c(C#N)c(N2CCCC(C(N)=O)C2)n1 (stereo not given) | -10% | ? | -4% | ? | 21% | 4% | -10% | -5%
O=C(c1cnn2c(C(F)F)cc(-c3ccccc3)nc12)N1CCN2CCCC2C1 (stereo not given) | 1% | ? | -8% | ? | nt | 0% | 1% | -2%
CN1CCN(c2ncc3nc(-c4cccc(C#N)c4)c(=O)n(C)c3n2)CC1 | 1% | ? | -5% | nt | nt | nt | -17% | nt
Cc1cc(C)c(NC(=O)CN2C(=O)NC3(CCCCC3)C2=O)c(Cl)c1 | -4% | -2% | -1% | 2% | 0% | -4% | 15% | -1%
CCOc1ccc(-c2c(C(=O)N/N=C/c3ccc(OC)cc3)nnn2-c2nonc2N)cc1 | 2% | ? | -7% | ? | 8% | -1%[53 µM] | -10% | 0%[53 µM]
CCOC(=O)c1c(NCc2ccc3c(c2)OCO3)c2ccccc2[nH]c1=O | -4% | -4% | -3% | 6% | 15% | -18% | -11% | 0%
O=C(Nc1ccccc1)N1CCC2(CCNCC2)CC1 | 5% | -5% | i | nt | 6% | nt | nt | nt
CCCCC(=O)Nc1cccc(NC(=O)C(C)C)c1 | 0% | 14% | -4% | -5% | -9% | -1% | -10% | -3%
CSCCC(NC(=O)C1CCCCC1)c1nc2ccccc2[nH]1 (stereo not given) | 10% | nt | -13% | 11% | nt | -7% | nt | -7%
Cc1ccc(S(=O)(=O)NCCc2ccncc2)cc1C | -11% | -59% | -3% | 3% | -24% | 3% | 6%[9.22 µM] | 0%
CCOC(=O)c1c(C)nc2sc3c(c2c1-c1ccc(OC)cc1)NC(c1ccccc1)NC3=O (stereo not given) | -13% | ? | 4% | 9% | -11% | 8% | 14% | 2%
CCC(=Cc1ccc(CC)cn1)CC | -25% | 5% | -4% | ? | nt | -8% | nt | -3%
Cc1ccc(CNC(=O)CCNS(=O)(=O)c2cccs2)cc1 | -11% | 8% | -8% | -3% | -6% | -1% | 1% | -3%
CCc1ccc(NC(=O)c2cnn(-c3ccccc3)c2C)cc1 | 8% | 9% | 3% | -2% | 5.6µM* | 3% | -6% | -7%
COc1cccc(C(=O)/C=C/Nc2ccc(S(=O)(=O)Nc3cnc4ccccc4n3)cc2)c1 | 76%[activator] | ? | -8% | -1% | -25% | -21% | -11% | 2%
COc1ccccc1CNC(=O)C1CCC(CNc2c(N3CCCCC3)c(=O)c2=O)CC1 (stereo not given) | -3% | nt | -4% | 6% | nt | 8% | nt | 1%
Cc1oc(-c2ccccc2F)nc1CS(=O)(=O)CC(=O)N1CCCCCC1 | 5% | -8% | -1% | -4% | -28% | -9% | -5% | -2%
CCc1cccc(Nc2c3c(nc4ncnn24)CCC3)c1 | 8% | 3% | -1% | -1% | nt | 7% | ? | -1%
CCn1c(SCC(=O)Nc2ccc3c(c2)OCCO3)nnc1-c1ccccn1 | 4% | ? | 5% | -2% | -9% | -15% | ? | 0%
Cn1c(/C=C/c2ccc([N+](=O)[O-])o2)nc2ccccc2c1=O | 19% | ? | -8% | -11% | nt | -4% | ? | -2%
Cc1onc(-c2ccccc2)c1C(=O)Nc1ccc(Cl)cn1 | 194%[activator] | 0% | i | 7% | nt | -3% | 16%[46 µM] | 1%
CC1=NNC(=O)C1CCC(=O)N/N=C/C=C/c1ccccc1 (stereo not given) | 12% | 9% | -3% | -2% | 15% | -1% | -10% | -1%
C=CCn1c(SCC(=O)NCc2ccc3c(c2)OCO3)nnc1C1CCCCC1 | 0% | 2% | -5% | 2% | -20% | -13% | 9% | -2%
COc1cc(/C=N/NC(=S)NC(C)C)ccc1OCC(=O)Nc1c(C)cc(C)cc1C | -11% | ? | 1% | 1% | -39%[inhibitor] | 1% | ? | 1%
CSc1nnc(-c2ccccc2)c(=O)[nH]1 | nt | 7% | -13% | -4% | nt | -10% | 1% | -4%
Cc1ccc2nc(-c3cccnc3)c(NC3CCCC3)n2c1 | -9% | 1% | -12% | 2% | 0% | -2% | -17% | 0%
CC(NCCc1ccc(O)cc1)C(O)c1ccc(O)cc1 (stereo not given) | 11%&-14% | -7%&-5% | -5%&-13% | -10%&4% | 0%&-4% | -3%&1% | -2% | 0%&0%
COc1cc(C(=O)Oc2cc(C)cc(C)c2)cc(OC)c1OC | -17% | 5% | -1% | 6% | 2% | -8% | 7% | -6%
Cc1ccc2oc(-c3ccc(C)c(NC(=O)Cc4cccs4)c3)nc2c1 | 18% | ? | -5% | 5% | 1% | 9% | 12% | 1%
Cc1ccc(CNC(=O)C2CC(=O)N(C3CCCCCC3)C2)cc1 (stereo not given) | -10% | ? | -16% | -11% | -14% | 1% | 6%[46 µM] | -9%
CC(=O)c1ccc(NC(=O)C(C)Nc2ccc(Cl)cc2)cc1 (stereo not given) | 1% | -7% | -1% | 0% | -1% | 5% | ? | 0%
COc1ccccc1N(CC(=O)NC(C)(C)C)S(=O)(=O)c1cccs1 | -6% | 1% | i | -9% | -9% | -1% | -2% | -2%
CSc1nc(C)c(CCOC(=O)c2ccccc2)c(=O)[nH]1 | 10% | -4% | 4% | 4% | 13% | 0% | 10% | 1%
S=c1nc(-c2ccco2)[nH][nH]1 | -22% | 25µM* | -3% | ? | 0% | 10% | -4% | -2%
Oc1ccc(/C=N/Nc2ccnc3cc(Cl)ccc23)c(O)c1 | 54%[activator] | nt | -6% | -15% | nt | 4% | nt | -6%
CCOc1ccc2nc(/N=C/c3c(C)[nH]n(-c4ccccc4)c3=O)sc2c1 | 13% | ? | -12% | 3% | 22µM* | 2% | -10% | -3%
Cc1cc(OCCCCN2C(=O)NC(C)(C)C2=O)cc(C)c1Cl | 6% | -1% | -10% | 9% | -10% | 1% | -5% | -3%
C=CCOC(=O)/C(=C\c1ccccc1)NC(=O)c1ccco1 | 16% | 1% | -3% | 1% | -4% | 2% | 2% | -1%
CCc1nnc(NC(=O)CCC(=O)N2CCN(Cc3ccccc3)CC2)s1 | -10% | -7% | i | 1% | -2% | -22% | 13% | 1%
Cc1nc(-c2ccc(NC(=O)CC(C)C)cc2)cs1 | 11% | ? | 0% | 1% | 11µM* | -1% | 5% | -2%
N#Cc1c(N)nc2c(c1N)CC(CO)O2 (stereo not given) | -5% | 0% | 6% | 2% | -5% | -7% | 13% | 0%

Five of these compounds in another layout:
Under each structure – GoLoco inh red	ALDH1A1 inh	RECQ1 helicase	JMJD2E inh	SMN2 splice enh	TRb-SRC2 inh	Lamin A splicing	TexasRed fluor
CCOc1ccc2nc(/N=C/c3c(C)[nH]n(-c4ccccc4)c3=O)sc2c1
  13%	?	-12%	3%	22µM*	2%	-10%	-3%
Cc1cc(OCCCCN2C(=O)NC(C)(C)C2=O)cc(C)c1Cl
  6%	-1%	-10%	9%	-10%	1%	-5%	-3%
C=CCOC(=O)/C(=C\c1ccccc1)NC(=O)c1ccco1
  16%	1%	-3%	1%	-4%	2%	2%	-1%
CCc1nnc(NC(=O)CCC(=O)N2CCN(Cc3ccccc3)CC2)s1
  -10%	-7%	i	1%	-2%	-22%	13%	1%
Cc1nc(-c2ccc(NC(=O)CC(C)C)cc2)cs1
  11%	?	0%	1%	11µM*	-1%	5%	-2%

High-throughput results (PubChem BioAssay)

An excerpt, so the mix of outcomes need not match the whole.
